NALP1 inh – NALP1 inflammasome inhibitors in reconstituted yeast, colorimetric, S. cerevisiae, triplicate retest | S. cerevisiae NALP1/ASC/caspase-1 growth, X-gal OD620, 72 h | inhibition, % at 10 µM | 280,000 compounds, 0.61% hits | AID 2071, 2009; in the data active = inhibition mostly above about 24%, no sharp cut-off; inactive = mostly below about 32%; also: some compounds called inactive have numbers as strong as hits
MEKK2 mut-MEK5 – MEK5 binding signal on mutant MEKK2 PB1, primary screen, biochemical, multiplex bead flow cytometry, Alexa488-MEK5 | Alexa488-MEK5 binding to MEKK2 mutant | percent response, % at 10 µM | 290,000 compounds, 0.35% hits | AID 1530, 2009; in the data active = percent response above about 24%, passing the limit was not always enough; also: inactives centre near 1; some results filed as inactive read as strong as hits
PfM18AAP inh – PfM18AAP inhibitors, malaria aminopeptidase, primary screen, biochemical, QFRET, recombinant enzyme; 290,000 compounds, 1.2% hits; M18 aspartyl aminopeptidase (Plasmodium falciparum 3D7); AID 1822, 2009; inhibition, % at 7.35 µM; H-Glu-NHMec fluorogenic cleavage;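 active = inhibition above the campaign mean inhibition over all tested compounds plus 3 SD, cut at about 28% in these data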;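 also: 0% = plate median of test compound wells and 100% = 2 mM ZnCl2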
MEKK2wt PB1 HTS – modulators of MEK5 binding to wildtype MEKK2, primary screen, biochemical, multiplex bead flow cytometry, Alexa488-MEK5. Mitogen-activated protein kinase kinase kinase 2 (Homo sapiens), Q9Y2U5. Alexa488-MEK5 binding to MEKK2 WT; actives lie on both sides. binding response (% of control), % at 10 µM. 290,000 compounds, 1.1% hits. AID 1531, 2009; in the data active = binding response below about 67% or above about 130%
OXTR agonist – human OXTR agonists, primary screen, fluorescence, CHO-OTR cells, Fluo-8 calcium; 320,000 compounds, 0.32% hits; Oxytocin receptor (Homo sapiens), P30559; activation, % at 3 µM; Fluo-8 calcium fluorescence; normalized: DMSO 0%, oxytocin 100%; AID 2435, 2010;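 active = activation above the mean of all tested compounds plus 3 SD, cutoff set per screening run, cut at about 20% in these data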;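 also: peak over basal fluorescence ratio from a 100 s FLIPR kinetic read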
GPR7 antag – GPR7 receptor antagonists, primary screen, cell-based, fluorescence, single concentration; AID 1861, 2009; GPR7-expressing cells, fluorescence antagonist assay; 290,000 compounds, 1.1% hits; inhibition, % at 4.4 µM; in the data active = inhibition above about 16%, passing the limit was not always enough;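 also: cells stimulated with the agonist NPW; 0% = agonist with vehicle and 100% = vehicle without agonist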
Target sequence (P48145 whole entry, looked up): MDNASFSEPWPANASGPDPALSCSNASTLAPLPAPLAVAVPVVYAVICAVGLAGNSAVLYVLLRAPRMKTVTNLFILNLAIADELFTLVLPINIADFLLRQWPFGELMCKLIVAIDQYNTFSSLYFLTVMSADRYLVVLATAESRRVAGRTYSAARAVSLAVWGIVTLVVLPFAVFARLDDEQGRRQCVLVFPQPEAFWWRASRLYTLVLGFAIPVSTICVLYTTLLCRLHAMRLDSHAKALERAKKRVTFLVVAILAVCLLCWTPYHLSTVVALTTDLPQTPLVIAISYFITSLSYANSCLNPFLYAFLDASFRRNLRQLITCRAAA
V1aR counter – agonists of human V1a receptor, primary screen, counter-screen for OXTR agonist project, fluorescence, CHO-V1R cells; activation, % at 3 µM; 320,000 compounds, 0.25% hits; Fluo-8 calcium fluorescence, agonist mode; 0% DMSO, 100% 3 nM vasopressin; Vasopressin V1a receptor (Homo sapiens), P37288;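 active = activation above the mean activation of all tested compounds plus 3 SD, per screening run, cut at about 20% in these data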;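 also: signal is peak over basal fluorescence ratio across a 100 second FLIPR read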
Target sequence (P37288 whole entry, looked up): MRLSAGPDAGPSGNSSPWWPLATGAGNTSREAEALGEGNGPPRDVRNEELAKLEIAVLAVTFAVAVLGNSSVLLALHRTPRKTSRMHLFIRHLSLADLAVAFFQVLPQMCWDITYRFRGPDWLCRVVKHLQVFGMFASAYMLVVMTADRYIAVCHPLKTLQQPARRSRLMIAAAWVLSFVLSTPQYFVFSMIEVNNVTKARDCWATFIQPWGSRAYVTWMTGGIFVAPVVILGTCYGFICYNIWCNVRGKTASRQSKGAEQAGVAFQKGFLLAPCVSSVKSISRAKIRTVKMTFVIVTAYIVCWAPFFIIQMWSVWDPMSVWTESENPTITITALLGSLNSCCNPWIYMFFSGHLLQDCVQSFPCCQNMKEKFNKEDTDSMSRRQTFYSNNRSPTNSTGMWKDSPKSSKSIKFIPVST
GalR3 antag – GalR3 antagonists in HEK293 cells, primary screen, cell-based, fluorescence readout. Galanin receptor type 3 (Homo sapiens), O60755. HEK293 GalR3-CNG cAMP membrane potential fluorescence; galR3 body fused to GalR1 C-terminus. inhibition, % at 3 µM. 360,000 compounds, 0.44% hits. AID 651719, 2012;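 active = inhibition above the screen-wide average plus 3 SD, cut at about 13% in these data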;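 also: forskolin and galanin both at EC90 stimulate the cells; cAMP rise reported by CNG channel membrane potential dye signal; 0% = forskolin plus galanin with DMSO and 100% = forskolin alone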
Target sequence (O60755 1-299 limits assumed): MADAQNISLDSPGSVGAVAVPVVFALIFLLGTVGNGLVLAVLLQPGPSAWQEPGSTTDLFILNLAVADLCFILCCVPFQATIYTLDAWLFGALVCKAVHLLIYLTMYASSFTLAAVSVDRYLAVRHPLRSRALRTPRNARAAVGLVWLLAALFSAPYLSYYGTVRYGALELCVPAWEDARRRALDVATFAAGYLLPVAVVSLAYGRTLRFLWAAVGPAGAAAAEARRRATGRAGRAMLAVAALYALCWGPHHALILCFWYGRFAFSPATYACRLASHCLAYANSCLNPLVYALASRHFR
OXTR potentiate – human OXTR potentiators, primary screen, fluorescence, CHO-OTR cells, Fluo-8 calcium; Oxytocin receptor (Homo sapiens), P30559; Fluo-8 calcium fluorescence, potentiator mode; 0% = oxytocin EC15, 100% = EC100; activation, % at 3 µM; 320,000 compounds, 0.061% hits;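 active = activation above that plate's cutoff, the mean activation of tested compounds plus 3 SD, cut at about 6.6% in these data, passing the limit was not always enough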;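 also: 100% uses oxytocin at 75 nM as the full agonist control; some results filed as inactive read as strong as hits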
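assay system = CHO-OTR cells, human receptor | schedule = compound 6 min at room temperature before oxytocin, 100 s read | detection = Fluo-8 intracellular calcium fluorescence, ex 470-495, em 515-575 nm | evaluation = normalized max/min fluorescence ratio, % activation | control set = EC15 oxytocin alone as 0%, 75 nM oxytocin (EC100) as 100%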
The depositor's hits bear a star; / = no result given.

nr	SMILES	PfM18AAP inh	MEKK2 mut-MEK5	NALP1 inh	OXTR potentiate	OXTR agonist	V1aR counter	GalR3 antag	MEKK2wt PB1 HTS	GPR7 antag
1	COCCn1c(C)cc(/C=N/NC(=O)c2cccnc2)c1C	4	-3	9	-7	1.8	-0.2	-8	98	-5
2	Cc1cccc(NC(=O)c2cc(S(=O)(=O)N3CCc4ccccc43)cn2C)c1C	-1	1	4	-1	-1.0	-0.8	/	98	-8
3	CC1(C)CC(N2CCCC2)=CC(=[N+]2CCCC2)C1	2	-2	16	1	-0.2	1.1	0	96	-11
4	O=C1c2ccccc2C(=O)N1OCc1ccccc1[N+](=O)[O-]	0	7	-8	3	-0.7	1.1	-7	101	-7
5	Cc1ccc(NC(=O)CN(C)S(=O)(=O)c2ccc(Cl)s2)c(O)c1	/	/	/	0	-0.8	0.3	-3	/	/
6	O=C1CCCc2sccc2N1	4	1	4	1	-0.3	0.9	-2	97	-16
7	COc1ccc(OC)c(NC(=O)c2ccc3c(=O)n(CCc4ccccc4)c(=S)[nH]c3c2)c1	-3	24	24	-9	-0.8	-0.4	6	107	-12
8	CCCNC(=O)COC(=O)/C=C/c1ccc(C)o1	-20	2	-2	-13	0.3	0.3	-3	101	11
9	Cc1ccc2nc(-c3ccccc3NC(=O)CCC(=O)O)c(=O)[nH]c2c1	-13	-1	24	/	/	/	-3	109	1
10	O=C(NCCOc1ccc2ccccc2c1)c1cncc(Br)c1	-9	-13	/	-5	2.2	1.4	-11	87	0
11	CCNC(=S)N/N=C/c1cn(Cc2ccccc2F)c2ccccc12	-4	-1	16	-8	-1.1	0.6	-7	101	4
12	NS(=O)(=O)c1cc(C(=O)NCCc2ccccn2)ccc1Cl	-4	10	-4	4	0.8	0.6	4	100	-4
13	COc1cccc(CC(=O)OCC(=O)NNC(=O)c2ccc(Br)cc2)c1	/	/	/	-3	-0.6	1.9	-4	/	/
14	Cc1cc(C)nc(SCC(=O)Nc2ccc(S(=O)(=O)Nc3onc(C)c3C)cc2)n1	-1	5	12	-3	1.9	0.5	-1	109	-7
15	COc1ccc(C(=O)Nc2ccc3[nH]ncc3c2)cc1	4	9	4	-7	13	0.2	-5	106	-3
16	Cc1ccc(CNC(=O)c2ccc(CN3CCOCC3)cc2)cc1	4	-3	-14	0	0.5	0.7	-5	102	5
17	COC(=O)C1=C(C)N(Cc2cccnc2)C(=O)/C1=C\c1cccs1	-5	-10	-3	-7	-1.7	0.1	-8	89	-6
18	Cc1ccc(CNC(=O)CCc2c(C)[nH]c(=O)c(C#N)c2C)cc1	-7	0	2	2	1.0	0.0	6	103	-11
19	CC1CCCCN1C(=O)Cn1c(=O)oc2ccccc21 (configuration not stated)	1	-2	/	2	0.6	0.6	-3	105	-10
20	CC(C)CN(C1CCS(=O)(=O)C1)S(=O)(=O)c1ccc(C(C)C)cc1 (configuration not stated)	/	/	/	-4	-1.8	-1.2	-3	/	/
21	CC1=C(C(=O)OCC2CCCCC2)C(c2ccccc2F)NC(=O)N1 (configuration not stated)	/	/	/	-4	-0.7	-0.3	0	/	/
22	CCC/C=N/NC(=O)CNC(=O)c1ccccc1Cl	-14	-16	3	1	0.3	0.3	-3	82	9
23	COc1cc2c(cc1OC)C(c1ccc(-c3cc(Cl)ccc3Cl)o1)=NCC2	-8	3	8	-8	-1.9	0.9	/	108	-8
24	CCCOc1ccc(CN(CCO)CCO)cc1C(=O)OC	-2	5	-4	-7	-0.5	-0.2	-6	102	9
25	CC(C)CN(CC(C)C)C(=O)C12CCC(C)(C(=O)O1)C2(C)C (configuration not stated)	1	0	7	-9	-1.1	-1.3	3	99	-4
26	C=CCNc1nnc(-c2ccncc2)s1	6	5	6	-4	0.4	-0.1	1	109	10
27	CC(C)(C)c1ccc(OCc2ccc(C(=O)NN)o2)cc1	-7	5	-3	-11	1.5	1.2	-3	114	-10
28	CCOc1ccccc1N1CCN(c2nc3ccccc3nc2C(C#N)C(=O)OC(C)C)CC1 (configuration not stated)	/	/	/	-8	-0.1	1.0	-5	/	/
29	CCOC(=O)[C@H]1[C@H]2COc3ccc(Br)cc3[C@@H]2N2C(=O)CN(Cc3ccccc3)C(=O)[C@@]12C	/	/	/	-3	1.3	0.1	-5	/	/
30	O=c1[nH]c(CN2CCCCC2)nc2c1C1(CCCCC1)Cc1ccccc1-2	-15	3	6	-3	0.4	0.4	-6	105	-17
31	O=C(O)Cc1sc(N/N=C\c2ccccc2)nc1-c1ccccc1	22	-2	14	-1	0.6	-0.2	-6	97	-3
32	CC1(C)CC(=O)C(C=NCCN2CCNCC2)=C(O)C1	3	0	-6	2	0.6	0.8	-1	104	-8
33	CCN(C(=O)Cc1c(C(=O)O)n(C)c2ccccc12)c1cc(OC)ccc1OC	-4	11	2	-17	-1.3	2.9	-10	108	4
34	COc1cccc(CNC(=O)CCNS(=O)(=O)c2ccc3c(c2)oc(=O)n3C)c1	-9	0	-1	-6	-0.2	0.2	-8	99	-17
35	COc1cccc(NC(=O)NCc2ccccc2F)c1	6	-17	0	4	-0.4	0.4	-5	72	3
36	CCCC(C)NC(=S)NC(=O)c1cc(S(=O)(=O)N2CCOCC2)ccc1C (configuration not stated)	2	4	7	-10	-0.4	3.2	-4	109	1
37	O=c1c2c(nc3nc(CCc4ccccc4)[nH]n13)CCC2	3	6	/	-3	-0.4	0.2	4	99	-11
38	COc1ccc2cc(-c3ccn[nH]3)ccc2c1	3	0	26	-9	2.0	2.4	-12	95	-9
39	CC(=O)c1ccc(-c2ccc(C(=O)NCC(c3ccc(F)cc3)N3CCOCC3)o2)cc1 (configuration not stated)	/	/	/	-15	14	5.6	-5	/	/
40	O=C(NN1CCOCC1)c1sc2cccc(F)c2c1Cl	-5	0	19	8	0.9	0.0	-5	97	-11
41	CN(C)C(=O)c1cnc(Sc2ncc(C(F)(F)F)cc2Cl)n1C	-12	3	18	-13	0.7	-0.2	-2	103	-13
42	COc1ccc(Cl)cc1NC(=O)CN1CCC(n2nnc3ccccc32)CC1	-8	4	9	-8	-1.7	1.4	-1	101	-8
43	CCN1C(=O)/C(=C/c2ccc(C)o2)N(C)C1=S	10	1	26	-2	0.1	1.1	-1	100	-1
44	COc1ccc(OCC(=O)N2CCN(C(=O)c3ccco3)CC2)cc1	1	1	-6	-8	-0.2	0.6	-5	93	-2
45	CCOc1ccc(-n2c(=O)cc(N3CCN(c4ccc(F)cc4)CC3)[nH]c2=O)cc1	6	15	5	6	-0.2	0.9	-7	108	-10
46	CCN(Cc1ccccc1)C(=O)Cn1c(=O)n(CC(=O)NCc2ccco2)c(=O)c2sccc21	-9	0	-15	4	0.5	0.4	-5	99	3
47	Cc1cc(C)nc(SCC(=O)Nn2cnnc2)n1	53*	/	22	-11	2.6	-0.9	0	/	-10
48	CC(C)c1ccc(C(=O)COC(=O)C(O)c2ccccc2)cc1 (configuration not stated)	/	/	/	-3	-2.0	-0.7	-6	/	/
49	C[C@@H]1CCCCCCCCCCC1=O	0	2	14	-14	0.3	1.4	-7	103	6
50	O=C(Nc1ccc2oc(-c3ccncc3)nc2c1)c1ccc2c(c1)OCO2	14	-4	/	8	0.5	0.3	0	86	-4

More records follow:
nr	SMILES	PfM18AAP inh	MEKK2 mut-MEK5	NALP1 inh	OXTR potentiate	OXTR agonist	V1aR counter	GalR3 antag	MEKK2wt PB1 HTS	GPR7 antag
51	CCc1ccccc1NC(=O)Cn1nnc(C(=O)NCc2cccc(OC)c2)c1N	6	0	2	-1	1.6	1.3	-9	96	-5
52	COc1ccc2cc(C=NS(=O)(=O)c3ccc(C)cc3)n(C)c2c1	/	/	/	-3	-0.8	-1.3	-2	/	/
53	Cc1ccccc1-n1c(O)c(C=NC2CCS(=O)(=O)C2)c2ccccc2c1=O (configuration not stated)	-1	-26	/	-2	-0.3	-2.2	-4	92	-8
54	N#Cc1c(NC(=O)C(=O)NCCCN2CCOCC2)sc2c1CCC2	20	0	-5	-3	1.9	0.5	-7	95	-7
55	CCOC(=O)C1(C)Oc2cccnc2NC1=O (configuration not stated)	-4	5	0	-8	0.8	1.5	-6	99	-11
56	CN(Cc1ccccc1Cl)C(=O)C1CCC(=O)N(C2CCCCCC2)C1 (configuration not stated)	-1	-3	10	/	/	/	3	103	-5
57	O=C(NCc1ccco1)c1cc2sccc2n1Cc1ccccc1	12	-2	0	-8	-1.7	-0.4	-8	110	-20
58	COc1ccc(OCC(=O)Nc2ccc3oc(=O)ccc3c2)cc1	-3	2	16	-4	1.4	4.2	-1	97	15
59	Cc1ccc(NC(=O)CCN2CCC(C(N)=O)CC2)cc1	1	1	16	-1	-0.3	0.1	-9	107	-14
60	COc1ccc(CCNc2nc(-c3ccncc3)cs2)cc1OC	-4	-17	/	-2	2.6	4.1	-6	96	5
61	CCOC(=O)N1CCN(c2nc(-c3ccc(Cl)cc3)cs2)CC1	6	4	-11	-6	-1.7	-0.1	-13	104	-10
62	COc1ccccc1-n1cnc2cc(NC(C)=O)ccc21	-1	3	22	-2	-0.7	-0.5	-3	103	-6
63	Cc1cc(C)cc(N(C(C)C(=O)NCc2ccc3c(c2)OCO3)S(C)(=O)=O)c1 (configuration not stated)	2	4	-4	-7	-1.5	-1.0	-4	104	-5
64	S=C(Nc1cc(Cl)cc(Cl)c1)N1CCCC1	-13	5	24	0	-0.9	1.1	-2	107	-4
65	Cc1cccc(-n2c(SCC(=O)N3CC(=O)Nc4ccccc43)nc3ccccc3c2=O)c1	1	0	14	-5	2.9	3.4	15*	110	16
66	COc1ccc(/C=C/C(=O)NC(=S)N2CCN(c3ccccn3)CC2)cc1	3	-1	10	-12	-0.3	-0.7	-4	97	-8
67	CC(=O)NCCc1c[nH]c2ccc(OCC(O)CNC(C)(C)C)cc12 (configuration not stated)	-17	-43	2	-1	0.4	0.5	-5	85	1
68	Cc1ccc(NC(=O)c2c(F)cccc2Cl)cc1S(=O)(=O)N1CCOCC1	/	/	/	-7	5.1	3.6	-2	/	/
69	CCOc1cc(/C=C2/NC(=S)NC2=O)ccc1OCc1ccc([N+](=O)[O-])cc1	-9	9	28	-4	-0.5	0.5	4	102	5
70	CCN(Cc1nc2cc(OC)c(OC)cc2c(=O)[nH]1)C(=O)c1ccc(S(=O)(=O)N(C)C)cc1	6	4	-1	-1	0.4	-0.2	-1	106	-7
71	CC(NC(=O)CSc1n[nH]c(=O)[nH]c1=O)C1CC2CCC1C2 (configuration not stated)	-1	3	-14	-1	-0.2	0.1	-4	103	-4
72	Cc1ccc(NC(=O)CSCc2cc(=O)n3cc(C)sc3n2)cc1	10	1	-18	-2	-0.9	0.4	-9	98	9

Screens as filed in PubChem BioAssay.
